# Compound activity: PubChem BioAssay, several laboratories
# MEKK2 mut-MEK5 = signal of MEK5 binding to mutant human MEKK2 PB1 domain; AID 1530; 290,000 compounds, 0.35% hits; bead flow cytometry, Alexa488-MEK5 binding to MEKK2 mutant; percent response, % at 10 µM; in the data active means percent response above about 24%, passing the limit was not always enough; further: inactives centre near 1; some results filed as inactive read as strong as hits; reference of the scale not given here
# M18AAP inhibitor = blocks P. falciparum M18 aspartyl aminopeptidase | 290,000 compounds, 1.2% hits | recombinant PfM18AAP, H-Glu-NHMec fluorogenic cleavage | inhibition, % at 7.35 µM;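 active means inhibition above the campaign mean inhibition over all tested compounds plus 3 SD, cut at about 28% in these data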;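 further: 0% = plate median of test compound wells and 100% = 2 mM ZnCl2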
# MEKK2wt PB1 HTS = raises or lowers MEK5 binding to wildtype human MEKK2 PB1 domain; bead flow cytometry, Alexa488-MEK5 binding to MEKK2 WT; actives lie on both sides; binding response (% of control), % at 10 µM; 290,000 compounds, 1.1% hits; AID 1531; in the data active means binding response below about 67% or above about 130%
# NALP1 inh = blocks the NALP1 inflammasome reconstituted in yeast | inhibition, % at 10 µM | S. cerevisiae NALP1/ASC/caspase-1 growth, X-gal OD620, 72 h | AID 2071 | 280,000 compounds, 0.61% hits; in the data active means inhibition mostly above about 24%, no sharp cut-off; inactive means mostly below about 32%; further: some compounds called inactive have numbers as strong as hits
# DNA FID counter = displaces DNA intercalator in HCV helicase counter-screen. AID 1845. inhibition, % at 7.9 µM. DNA fluorescent intercalator displacement, fluorescence. 290,000 compounds, 0.17% hits; in the data active means inhibition above about 37%;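 further: 0% = vehicle and 100% = reference compound; higher means more ethidium bromide displaced from hairpin DNA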
# GPR7 antag = antagonists of human GPR7 (neuropeptides B/W receptor 1) | GPR7-expressing cells, fluorescence antagonist assay | inhibition, % at 4.4 µM | 290,000 compounds, 1.1% hits; in the data active means inhibition above about 16%, passing the limit was not always enough;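 further: cells stimulated with the agonist NPW; 0% = agonist with vehicle and 100% = vehicle without agonist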
# Target sequence (P48145 whole entry, looked up): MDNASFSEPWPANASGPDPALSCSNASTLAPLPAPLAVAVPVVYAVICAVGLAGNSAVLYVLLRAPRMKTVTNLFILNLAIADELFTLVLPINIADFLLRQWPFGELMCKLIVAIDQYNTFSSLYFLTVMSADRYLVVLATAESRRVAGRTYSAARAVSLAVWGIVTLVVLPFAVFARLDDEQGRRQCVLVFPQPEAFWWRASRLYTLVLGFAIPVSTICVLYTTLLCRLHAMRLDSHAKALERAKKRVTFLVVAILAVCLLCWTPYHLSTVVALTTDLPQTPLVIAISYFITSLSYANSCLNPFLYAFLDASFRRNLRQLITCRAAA
# PHOSPHO1 block = PHOSPHO1 (human) inhibition; Q8TCT1; recombinant PHOSPHO1, absorbance phosphatase assay; inhibition, % at 13.3 µM; 290,000 compounds, 1.1% hits; AID 1565; in the data active means inhibition above about 60%
# Target sequence (Q8TCT1 whole entry, looked up): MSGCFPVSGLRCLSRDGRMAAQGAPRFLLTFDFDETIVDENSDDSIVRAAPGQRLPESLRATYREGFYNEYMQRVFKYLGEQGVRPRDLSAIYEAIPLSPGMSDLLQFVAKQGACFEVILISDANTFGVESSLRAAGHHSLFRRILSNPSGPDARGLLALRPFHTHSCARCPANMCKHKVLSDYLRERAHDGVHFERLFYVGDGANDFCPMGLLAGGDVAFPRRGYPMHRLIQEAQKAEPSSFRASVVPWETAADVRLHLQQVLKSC
# OXTR ag = agonists of human oxytocin receptor; CHO-OTR cells, Fluo-8 calcium fluorescence; normalized: DMSO 0%, oxytocin 100%; activation, % at 3 µM; 320,000 compounds, 0.32% hits; AID 2435;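 active means activation above the mean of all tested compounds plus 3 SD, cutoff set per screening run, cut at about 20% in these data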;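 further: peak over basal fluorescence ratio from a 100 s FLIPR kinetic read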
# Target sequence (P30559 whole entry, looked up): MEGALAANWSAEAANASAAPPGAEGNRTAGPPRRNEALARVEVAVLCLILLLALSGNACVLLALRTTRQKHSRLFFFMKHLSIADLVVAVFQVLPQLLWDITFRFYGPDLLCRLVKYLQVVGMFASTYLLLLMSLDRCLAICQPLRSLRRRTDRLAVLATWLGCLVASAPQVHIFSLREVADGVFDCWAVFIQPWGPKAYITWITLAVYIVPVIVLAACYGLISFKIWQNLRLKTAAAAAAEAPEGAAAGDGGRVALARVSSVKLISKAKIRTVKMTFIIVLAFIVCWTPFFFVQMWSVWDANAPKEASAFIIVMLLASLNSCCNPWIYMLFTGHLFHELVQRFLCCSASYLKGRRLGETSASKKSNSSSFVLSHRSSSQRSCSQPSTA
# MEKK3 PB1 HTS = raises or lowers MEK5 binding to the human MEKK3 PB1 domain | 290,000 compounds, 1.4% hits | Q99759 | binding response (% of control), % at 10 µM | bead-based flow cytometry, Alexa488-MEK5 binding to MEKK3; actives lie on both sides; 0 = blocked by unlabeled MEK5, 100 = vehicle;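 active means binding response more than 3 SD above or below the average of its plate-row segment, actives on both sides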;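 further: Alexa488 bead fluorescence after subtracting the streptavidin-only scavenger bead signal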
# Active calls of the source: *; . = no result given; [ ] = remark or other dose.
SMILES,MEKK2 mut-MEK5,M18AAP inhibitor,MEKK2wt PB1 HTS,NALP1 inh,DNA FID counter,GPR7 antag,PHOSPHO1 block,OXTR ag,MEKK3 PB1 HTS
Cc1ccc(NC(=O)NN2CCOCC2)cc1,8,1,103,0,4,-6,40,-0.3,107
CC1(C(=O)N2CCOCC2)CCCCC1,4,-1,101,12,-2,-10,24,.,103
CCCN=C(Nc1ccc(Cl)cc1)c1cccnc1,2,3,106,0,-2,-1,16,1.4,103
CC(C)C(C)NC(=O)COc1nc2ccccc2nc1N(C)C1CCCCC1 (stereo unspecified),-4,7,93,8,-12,-11,40,-0.9,103
COc1ccc(S(=O)(=O)Nc2ccc(F)c(Cl)c2)cc1OC,-8,0,97,-28,-2,1,-9,3.4,97
Fc1ccccc1COc1ccc(/C=N/n2cnnc2)cc1,-5,3,96,22,-18,1,7,2.3,99
COc1nc(N)nc(N2CCOCC2)n1,1,-7,98,12,-2,-9,-16,1.6,98
Cc1ccc(C(CC(=O)NCc2ccco2)c2ccc(OC(C)C)cc2)cc1 (stereo unspecified),-7,-6,103,.,-22,3,.,-0.3,83
O=C(NC(=O)c1ccncc1)NC(c1ccccc1)c1ccccc1,-1,-6,97,6,-18,1,45,-0.2,102
CCCCOc1ccc(Cl)cc1CSc1nnc(CC)n1N,13,4,102,-3,-23,15,17,-1.0,103
O=C(c1ccc(NS(=O)(=O)c2cccc3cccnc23)cc1)N1CCOCC1,1,-13,100,.,-11,-13,.,0.9,98
O=C(O)C1=NN(c2ccccc2)C(=O)CC1,5,3,105,0,5,-13,40,0.7,105
Cc1c(OCC(=O)NCc2ccccn2)ccc2c3c(c(=O)oc12)CCCC3,1,2,100,1,-24,-16,29,-0.7,101
O=C(O)Cn1c(=O)n(Cc2ccccc2)c2ccccc21,-2,-3,102,0,-4,1,15,.,97
CCN(CC)C(=O)C(=O)N/N=C/c1ccc(C(=O)OC)cc1,1,-12,103,.,-6,9,4,0.9,99
Cc1ccc(-c2nnc(Nc3cccc(O)c3)c3ccccc23)cc1S(=O)(=O)NCCO,2,-3,101,-3,-27,-15,9,.,102
O=c1c2[nH]c3ccccc3c2ncn1Cc1ccccn1,.,8,.,5,0,-7,-1,-1.2,.
O=C(N(c1ccccc1)c1ccccc1)n1ccnc1,2,-6,99,33,-1,5,26,0.8,98
Cc1nc(N)sc1N=Nc1ccc(F)cc1,-8,8,92,32,-2,-7,43,-1.5,75
O=C1CSC(=S)N1c1cccc(Br)c1,14,30*,106,12,-2,-13,.,1.7,110
CCN1CCN(CCCNC(=O)c2ccc3c(Cl)c4c(nc3c2)CCCC4)CC1,6,6,116,12,20,-12,34,-0.8,103
CC(=O)OCC(=O)[C@H]1CC[C@H]2[C@@H]3CCC4=CC(=O)CC[C@]4(C)[C@H]3CC[C@]12C,2,-5,101,34,-28,-5,4,-1.6,98
COc1cccc2cc(C(=O)N3CCN(C(=O)c4ccco4)CC3)c(=O)oc12,5,9,106,4,-4,-19,4,-0.4,104
COc1cc(NC(=O)c2cccc(Br)c2)nc(OC)n1,-10,5,103,22,11,-12,28,-1.3,102
CC(C(=O)N1CCc2ccccc2C1)N1C(=O)c2ccccc2C1=O (stereo unspecified),-2,-1,101,7,-18,-6,16,-0.1,104
CC1CC(=S)Nc2ccccc2N1Cc1ccccc1 (stereo unspecified),-2,1,99,28,-10,-16,1,-2.3,103
CC1CCCC(C)N1/N=C/c1ccccc1OC(F)F (stereo unspecified),-11,-4,96,12,-1,0,36,0.2,104
Cc1cccc(OCCCCc2c(C)n[nH]c2C)c1,1,-10,102,16,-21,-14,-4,1.5,96
CN=C1SC(CC(=O)Nc2sc3c(c2C#N)CCCC3)C(=O)N1C (stereo unspecified),1,6,99,9,-6,-6,-13,3.8,101
COCCNC(=O)C(OC(=O)CC1Sc2ccccc2NC1=O)c1ccncc1 (stereo unspecified),-3,-13,95,9,-11,-4,10,0.1,95
O=C(CN1CCN(S(=O)(=O)c2ccc(Br)cc2)CC1)c1ccc(O)c(O)c1,2,72*,104,14,-19,18,32,0.7,101
Cc1cc(Oc2ccc(=O)n(C)n2)nc(=S)[nH]1,-11,28*,67,21,-7,-6,32,0.2,73
Cc1c(CCC(=O)O)c(=O)oc2cc(OCc3cccc(Cl)c3)ccc12,3,0,107,15,-22,13,16,0.6,110
Cc1ccc(C(C(=O)NC2CCCC2)N(C(=O)c2csnn2)c2ccccc2)o1 (stereo unspecified),0,-4,101,3,-16,-4,28,0.0,102
O=C(Oc1c(-c2ccccc2)c(=O)n2c3c(cccc13)CC2)c1ccc(F)cc1,-5,-5,96,-2,-4,-7,20,1.3,94
CC(C(=O)Nc1ccc(F)c(F)c1F)N(C)CCOc1ccccc1 (stereo unspecified),2,-3,100,-5,-16,-1,-11,-1.6,102
N#C/C(=C\C1=C(N2CCOCC2)C(=C/c2cccc([N+](=O)[O-])c2)/CC1)C(=O)Nc1ccccc1F,-7,-5,.,27,-3,-9,-14,1.2,9.0*[inhibitor]
COc1ccc(C(CNC(=O)c2ccc(S(=O)(=O)N(C)C)cc2)N(C)C)cc1 (stereo unspecified),0,0,104,12,6,-10,20,1.1,102
CCC(C(=O)OCC(=O)Nc1cccc(OC)c1)c1ccccc1 (stereo unspecified),-1,5,101,12,-20,-4,-41,-2.3,110
COc1ccc(NC(=O)CN(C)C(=O)CNC(=O)Cc2cccc3ccccc23)cc1,6,-14,99,-43,-20,-6,8,-0.3,101
Cc1ccc(NC(=O)COC(=O)c2cccnc2)cc1,-9,-3,90,-3,-5,0,4,0.3,97
COC(=O)Nc1sc(C(=O)N(C)C)c(C)c1C(=O)OC,0,1,101,5,0,0,-6,-0.5,99
CC(NC(=O)c1cc(COc2ccccc2)on1)c1nccs1 (stereo unspecified),6,-5,100,-3,-11,1,24,-0.4,106
O=C(C1CCC1)N1CCN(c2cccc(C(F)(F)F)c2)CC1,3,-6,103,-4,-25,-7,.,-0.4,100
COc1ccc(-c2cn(-c3ccc(Cl)cc3)c3[n+]2CCCCC3)cc1,-22,-3,66,24,8,-1,37,0.2,59
Cn1c(SCC(=O)C(C)(C)C)nnc1-c1cccnc1,0,-8,103,14,-1,4,0,0.1,103
CCN1CCN(c2ncc(C(=O)Nc3ccccc3C(=O)OC)c3ccccc23)CC1,6,-6,125,33,6,0,34,3.0,105
Oc1ccc(C=NC2CCCCC2)cc1,2,5,104,0,-2,-10,25,-0.5,111
O=C(NCC1CCCO1)c1cc(-c2ccccc2)nc2ccccc12 (stereo unspecified),-9,15,79,4,-18,9,2,-1.4,81
CC(=O)c1c(N)c(C#N)c(C)n1-c1ccc(Br)cc1,3,-4,103,-9,-9,-16,7,-1.6,95
CC1CCCCN1C(=O)Cc1ccc(F)cc1 (stereo unspecified),2,-5,111,-10,-4,-4,32,0.8,112
O=C(CSc1ccc(-c2cccs2)nn1)Nc1ccccc1F,-3,1,96,13,-10,1,-1,-1.3,100
O=C(O)/C=C\C(=O)Nc1ccc(N2CCN(c3ccc(F)cc3)CC2)cc1,-1,14,99,1,-9,-2,4,-0.4,103
O=c1cc(CSc2ccc(Cl)cc2)nc(N2CCCCC2)[nH]1,-2,-7,91,13,-1,3,17,-0.1,96
Cc1c(-c2ccccc2)nc2ccccc2c1C(=O)Nc1ccncc1,1,-2,98,4,-18,-8,18,0.8,97
COc1ccc(S(=O)(=O)N(CC(=O)NCc2cccnc2)C2CCCCC2)cc1OC,12,1,110,.,-30,-14,51,0.0,110
Cc1cccc(-c2ocnc2C(=O)Nc2ccccc2C(=O)N2CCCC2)c1,2,-2,105,32,-33,-7,22,-0.1,103
CN1CCc2c(sc(/N=C/c3ccco3)c2C(N)=O)C1,1,17,93,3,3,-12,-12,1.1,98
COc1ccc(OC)c(NC(=O)CSc2nnc(C3CCCCC3)n2-c2ccccc2)c1,3,-3,94,-6,-42,-6,-12,-1.9,91
Cc1cc(C)nc(N(C#N)S(=O)(=O)c2ccccc2Cl)n1,4,8,107,-9,-3,0,6,0.3,120

# Compounds shown so far with two or more sulfur atoms:
SMILES,MEKK2 mut-MEK5,M18AAP inhibitor,MEKK2wt PB1 HTS,NALP1 inh,DNA FID counter,GPR7 antag,PHOSPHO1 block,OXTR ag,MEKK3 PB1 HTS
O=C1CSC(=S)N1c1cccc(Br)c1,14,30*,106,12,-2,-13,.,1.7,110
CN=C1SC(CC(=O)Nc2sc3c(c2C#N)CCCC3)C(=O)N1C (stereo unspecified),1,6,99,9,-6,-6,-13,3.8,101
O=C(CSc1ccc(-c2cccs2)nn1)Nc1ccccc1F,-3,1,96,13,-10,1,-1,-1.3,100

# Individual results from the results shown.
# In M18AAP inhibitor, Cc1c(-c2ccccc2)nc2ccccc2c1C(=O)Nc1ccncc1 has -2
# In DNA FID counter, COC(=O)Nc1sc(C(=O)N(C)C)c(C)c1C(=O)OC has 0
# In PHOSPHO1 block, Oc1ccc(C=NC2CCCCC2)cc1 has 25
# In GPR7 antag, COc1ccc(S(=O)(=O)N(CC(=O)NCc2cccnc2)C2CCCCC2)cc1OC has -14
# In NALP1 inh, O=c1cc(CSc2ccc(Cl)cc2)nc(N2CCCCC2)[nH]1 has 13
# In GPR7 antag, CCN1CCN(c2ncc(C(=O)Nc3ccccc3C(=O)OC)c3ccccc23)CC1 has 0

# More entries follow:
SMILES,MEKK2 mut-MEK5,M18AAP inhibitor,MEKK2wt PB1 HTS,NALP1 inh,DNA FID counter,GPR7 antag,PHOSPHO1 block,OXTR ag,MEKK3 PB1 HTS
Cc1onc(-c2ccccc2)c1C(=O)NNC(=S)NC(=O)/C=C/c1ccccc1,0,8,104,5,-9,-2,36,35*,129
CCn1nc(C)c(/C=N/NC(=O)Cn2cncn2)c1C,-16,21,92,.,0,-8,-2,0.4,90
CC(C)NCC(=O)NC12CC3CC(CC(C3)C1)C2,.,1,.,14,3,-13,16,1.2,.
COc1ccc(-c2n[nH]c(=S)n2/N=C/c2cccn2C)cc1,-1,5,97,34,-19,-5,16,1.9,98
Cc1cccc(-c2nnc3sc(-c4ccccc4)nn23)c1,7,0,103,22,1,3,0,-0.3,100
Cc1c(C(=O)N2CCC[C@H]2C(N)=O)oc2c(F)cccc12,1,2,106,4,-4,6,24,.,102
CN(CC1COc2ccccc2O1)C(=O)c1ccc(N(C)C)cc1 (stereo unspecified),-49,-11,99,-10,-28,-7,11,0.8,105
Cc1ccccc1OCCCN1CCCC1,-3,0,96,2,5,-6,44,2.1,97
CC(C)Sc1nnc(Cn2c(=O)sc3ccccc32)n1-c1ccccc1,4,-5,102,1,-14,0,-2,-1.0,101
Cc1cc(OCC(=O)C(C)(C)C)c2c(-c3ccccc3)cc(=O)oc2c1,10,-3,107,16,-31,-20,24,-1.8,108
CC(C)CCNC(=O)COc1cccc2c1OC(C)(C)C2,-7,2,90,-2,-22,4,-14,-3.0,97
CCc1ccccc1N(CC(=O)NCCSCc1ccco1)S(C)(=O)=O,3,-2,103,6,-17,-3,21,-0.8,101
Cc1nc(C)c(C(=O)NNC(=O)c2ccc(Br)cc2)s1,0,3,102,16,-3,-5,1,0.8,127
Cc1ccc(C)c(N2CCN(C(=O)c3ccc4nc(-c5ccco5)c(-c5ccco5)nc4c3)CC2)c1,-3,10,94,27,-37,-16,35,-1.0,103
O=C(O)CCN1C(=O)c2ccc(NC(=O)COc3ccccc3)cc2C1=O,4,3,107,10,-11,-11,43,0.4,101
C#CCOCCOCCOCCNc1nc(N2CCN(C(=O)[C@H](CCC(=O)O)n3cc(C(N)[C@H](C)CC)nn3)CC2)nc(N2CCN(C(=O)[C@H](CCC(=O)O)n3cc(C(N)[C@H](C)CC)nn3)CC2)n1 (stereo partly specified),6,1,105,-3,-37,-21,5,0.2,103
CCn1c(C)nc2cc(C(=O)OC(C(F)(F)C(F)F)C(F)(F)C(F)F)ccc21,.,0,.,-7,-27,2,20,15,.
CCn1c(=O)c(C(=O)NNC(=O)c2cccc(Cl)c2)c(O)c2ccccc21,-3,5,97,-18,-20,-18,36,14,98

# An unsorted share of the library. Share with any hit: about 6.2%.
